# Screening results deposited in PubChem by several laboratories.
# Smad3 inh: Smad3 (human) transcription factor binding inhibition; 88,000 tested, 0.29% active; TR-FRET Smad3/Dy647-FoxH1 peptide binding, europium anti-His; inhibition, % at 25 µM; P84022; AID 630;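 active = compounds that reduce the energy-transfer binding signal between the protein and its labelled peptide by more than half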;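 note: 0% = Smad3 plus labelled peptide maximal FRET and 100% = peptide-only background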
# IL1B cytotox: toxic to HUVEC cells under IL-1B stimulation. 94,000 tested, 0.41% active. cell count reduction, % at 2 µM. AID 845. HUVEC cell count loss, Hoechst imaging, IL-1B stimulated;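 active = cell count reduction more than 3 SD above the screen-wide mean, cut at about 70% in these data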;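 note: normalized per plate to untreated control cells as the no-loss baseline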
# F-actin modifier: alters cytoskeleton assembly in HUVEC cells. AID 836. inhibition, % at 2 µM. 91,000 tested, 0.18% active. HUVEC TNFa F-actin phalloidin imaging, high content;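 active = inhibition above the batch mean plus 3 SD and confirmed as a hit by visual image inspection, cut at about 30% in these data, passing the limit was not always enough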; note: strong numbers were not always called active
# TNFa cytotox: toxic to HUVEC cells under TNF alpha stimulation; HUVEC TNFalpha-stimulated, Hoechst cell count, imaging; cell count reduction, % at 2 µM; 93,000 tested, 0.17% active;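 active = cell count reduction exceeding the screen mean by over 5 SD, scaled to untreated wells per plate, cut at about 78% in these data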;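 note: cells counted after 24 h of TNF alpha exposure following the 1 h pretreatment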
# Calb biofilm kill: kills Candida albicans biofilms. 85,000 tested, 0.14% active. AID 834. C. albicans biofilm + clotrimazole, Alamar Blue. inhibition, % at 6 µM;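 active = inhibition above 20%; inactive = inhibition below 20%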;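 note: preformed 24 hr biofilms exposed to compound for 48 hr; 0% = biofilm without compound and 100% = blank killed by clotrimazole plus chlorhexidine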
# sEH inh: blocks human soluble epoxide hydrolase activity; P34913; 91,000 tested, 0.34% active; inhibition, % at 2 µM; AID 707; recombinant human sEH enzymatic activity assay; in the data active = inhibition above about 80%; note: values of inactives mirror those of a sister screen read the other way; many of its hits are not listed in these tables
# Target sequence (P34913 whole entry, looked up): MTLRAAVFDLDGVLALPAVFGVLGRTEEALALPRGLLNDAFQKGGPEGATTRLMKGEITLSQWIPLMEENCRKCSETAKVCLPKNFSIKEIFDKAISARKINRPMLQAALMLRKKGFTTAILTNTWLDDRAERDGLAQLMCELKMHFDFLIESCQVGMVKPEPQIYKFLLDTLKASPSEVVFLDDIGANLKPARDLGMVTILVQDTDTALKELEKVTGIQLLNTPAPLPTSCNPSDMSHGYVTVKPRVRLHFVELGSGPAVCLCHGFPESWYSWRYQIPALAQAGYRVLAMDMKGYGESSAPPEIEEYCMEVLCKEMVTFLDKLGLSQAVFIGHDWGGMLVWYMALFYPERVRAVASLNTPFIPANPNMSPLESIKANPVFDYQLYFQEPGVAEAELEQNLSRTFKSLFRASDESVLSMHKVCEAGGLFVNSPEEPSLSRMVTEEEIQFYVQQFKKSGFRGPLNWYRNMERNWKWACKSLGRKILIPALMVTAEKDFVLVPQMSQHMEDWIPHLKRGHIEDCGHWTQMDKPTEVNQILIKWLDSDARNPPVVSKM
# sEH activator: activators of human soluble epoxide hydrolase | activation, % at 2 µM | purified human sEH enzymatic activity, activator screen | P34913 | 91,000 tested, 0.04% active; in the data active = activation above about 37%; note: values of inactives mirror those of a sister screen read the other way
# VCAM1 TNFa inh: reduces TNF alpha induced VCAM1 expression in HUVEC. HUVEC TNFa-induced VCAM-1 immunofluorescence, high-content imaging. inhibition, % at 2 µM. 95,000 tested, 0.48% active. AID 802;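 active = inhibition above the batch mean plus 3 SD, with images confirmed as a hit by eye, cut at about 37% in these data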;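 note: 0% = TNF-stimulated DMSO wells and 100% = unstimulated control wells; not every result past the cut was called active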
# ERb SRC1 inh: blocks coactivator binding to human estrogen receptor beta. Q92731. TR-FRET ER-beta LBD / SRC1-Cy5 peptide binding; receptor agonist-loaded with 1 µM estradiol. inhibition, % at 25.6 µM. 86,000 tested, 1.3% active;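 active = compounds whose percent inhibition of the receptor-coactivator binding signal exceeds about 50% in the single-dose screen, limit read from the data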;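 note: 0% = receptor plus peptide wells without compound and 100% = peptide-only wells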
# Target sequence (Q92731 whole entry, looked up, the tested form may be a part): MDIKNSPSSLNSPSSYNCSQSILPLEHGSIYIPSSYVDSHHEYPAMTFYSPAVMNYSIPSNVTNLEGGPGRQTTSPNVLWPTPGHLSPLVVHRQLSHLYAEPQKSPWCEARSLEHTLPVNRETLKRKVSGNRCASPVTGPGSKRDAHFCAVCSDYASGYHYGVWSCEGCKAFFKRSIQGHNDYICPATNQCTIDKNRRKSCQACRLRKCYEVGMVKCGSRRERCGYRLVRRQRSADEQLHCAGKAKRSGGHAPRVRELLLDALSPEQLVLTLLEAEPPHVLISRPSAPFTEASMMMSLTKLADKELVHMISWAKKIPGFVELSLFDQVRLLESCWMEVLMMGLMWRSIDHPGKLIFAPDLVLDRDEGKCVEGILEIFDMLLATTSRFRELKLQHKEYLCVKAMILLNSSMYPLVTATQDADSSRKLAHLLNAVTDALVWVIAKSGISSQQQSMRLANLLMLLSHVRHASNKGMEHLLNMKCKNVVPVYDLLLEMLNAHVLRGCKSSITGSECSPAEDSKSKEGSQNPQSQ
# * marks the source's active call; other numbers are inactive results; . = not tested or not shown; [ ] = another dose, or the depositor's remark.
SMILES,Smad3 inh,IL1B cytotox,F-actin modifier,TNFa cytotox,Calb biofilm kill,sEH inh,sEH activator,VCAM1 TNFa inh,ERb SRC1 inh
CC1CCCN(C(C(=O)Nc2ccc3c(c2)OCO3)c2ccccc2)C1 (stereo unspecified),2.0,-6.3,-5.1,-15.3,2.7,2.4,1.9,3.1,-5.6
COC(=O)c1cc(Br)ccc1OC(=O)c1cccnc1,-6.6,-22.9,-12.6,-8.4,2.9,2.4,-2.1,-8.5,0.3
O=C(NCCCc1ccccc1)c1cnc2n(c1=O)CCS2,-9.2,2.0,-7.2,-1.7,1.4,-4.0,9.2,-1.8,42.5
O=C(COc1ccccc1Cl)NNC(=O)C1CCCO1 (stereo unspecified),.,-1.7,21.5,-19.2,.,-4.9,8.4,4.1,.
CC(=O)NC1C(=O)N(CCc2ccccc2)c2ccccc21 (stereo unspecified),0.2,6.1,6.0,5.2,6.6,-10.6,11.3,-6.9,1.3[fluorescence artefact?]
O=C1N2CN(C(c3ccccc3)c3ccccc3)CN=C2SC1(CO)CO,-9.0,18.9,-2.4,-8.5,7.4,15.8,-16.9,-6.2,-1.0
O=C(COc1ccc(S(=O)(=O)N2CCOCC2)cc1)Nc1ccc(Cl)c(C(F)(F)F)c1,-11.9,-25.0,-7.3,-14.0,-3.8,20.0,-17.1,15.9,-3.8
CCCn1c(CNC(=O)c2cccs2)nc2ccccc21,2.9,-10.2,-3.7,2.2,4.9,8.7,-5.4,12.5,-4.0
COc1ccc(-c2ccnc(SCC(=O)Nc3ccccn3)n2)cc1,9.1,-27.3,3.6,-23.9,7.4,-6.7,6.7,-3.8,-18.6
COc1ccc(C(=O)c2coc3ccc(O)c(CN4CCCC4)c23)cc1,11.3,12.7,-16.7,-13.8,11.3,0.6,-1.8,21.1,-8.7
Cc1ccc(S(=O)(=O)CNC(=O)c2ccccc2)cc1,3.8,8.4,-41.7,-38.1,6.0,-8.2,9.5,24.4,-1.5
CCOC(=O)c1c(-c2ccc(C)o2)csc1NC(=O)CN(C)CC(=O)Nc1ccc(C)cc1,.,-13.5,-24.3,7.6,.,16.4,-17.1,3.1,.
CCCCN(CC)CCCNC(=O)c1cc2c(=O)n(C)c3ccccc3c2n1C,-2.6,6.5,13.1,-5.4,2.9,-7.0,6.9,12.9,-6.6
CCOC(=O)c1c(-c2ccccc2)oc2ccc(O)c(CN3CCCC3)c12,-13.0,-3.1,-25.4,-4.3,4.3,-0.1,-0.2,15.2,0.0[fluorescence artefact?]
C=CCn1c(Cc2cccs2)nnc1SC/C=C/c1ccccc1,13.7,-6.7,6.2,-20.7,8.4,2.3,-5.7,14.4,18.3[fluorescence artefact?]
COc1ccc(N(CC(=O)O)S(=O)(=O)c2ccc(OC)c(OC)c2)cc1,4.9,-121.2,3.1,-19.2,3.9,-1.7,0.8,-7.9,-13.3
COc1ccccc1OCc1ccc(C(=O)NN)cc1,.,-9.3,12.4,-27.9,.,37.5,-38.6,3.2,.
Cc1ccc(N2CCN(CC3CC=CCC3)CC2)cc1 (stereo unspecified),2.1,-16.8,44.4,-32.4,10.3,5.1,-5.5,8.8,2.7
CN(CC1CCCO1)S(=O)(=O)c1ccc(C(=O)Nc2nc3cc4c(cc3s2)OCO4)cc1 (stereo unspecified),3.6,5.6,-4.2,0.0,7.6,-17.9,16.9,-9.4,18.8[fluorescence artefact?]
Cc1cnc(C(=O)OCC(=O)Nc2cccc(Cl)c2)cn1,.,-16.7,-4.6,-30.9,.,-3.1,4.5,-57.6,.
O=S(=O)(Nc1ccccc1)c1ccc(F)cc1,1.9,-4.5,.,1.6,-5.7,-12.7,7.9,17.7,-5.3
CCCN(CC1CC1)C(=O)CSc1nnc(-c2cc(-c3cccs3)nc3ccccc23)o1,-2.6,-7.7,.,-12.9,4.8,1.4,-1.8,17.2,-5.9
Cc1ccc(S(=O)(=O)N(C)CC(=O)O/N=C(\N)c2ccc([N+](=O)[O-])cc2)cc1,2.0,-1.7,8.9,7.4,-4.1,-9.5,11.7,-4.9,-1.5
CCCCN1C(=O)/C(=C2/C=CC=CN2C)SC1=S,5.0,-3.5,.,-2.8,0.8,-6.5,3.4,-26.0,-3.3
CC(C)(C)N(Cc1ccccc1)C(=O)CSc1nnc(CNc2ccc(F)cc2)o1,1.5,-18.7,3.2,2.0,2.8,-4.3,5.3,2.8,26.8
# Additional structures.
SMILES,Smad3 inh,IL1B cytotox,F-actin modifier,TNFa cytotox,Calb biofilm kill,sEH inh,sEH activator,VCAM1 TNFa inh,ERb SRC1 inh
Cc1cccc(C(=O)NN2C(=O)C3C(c4ccccc4)C=CC(c4ccccc4)C3C2=O)c1 (stereo unspecified),.,.,17.4,-6.3,.,11.7,-11.8,10.0,.
O=C(O)CCCC(=O)Nc1nc(-c2ccc(F)cc2)cs1,-5.3,-16.5,0.0,-6.5,0.7,-7.2,8.5,10.4,3.6
CCCC(=O)n1nc(-c2ccccc2)nc1SC,-4.4,39.8,13.4,-27.0,7.0,0.9,2.7,14.3,-5.3
CC12CN3CC(C)(CN(C1)C3c1ccc(Br)cc1)C2=O (stereo unspecified),2.4,0.4,.,11.3,5.7,2.4,-1.2,12.4,-1.8[fluorescence artefact?]
Cn1c(=O)c2c(ncn2CC(=O)N2CCN(c3cccc(Cl)c3)CC2)n(C)c1=O,-4.5,12.0,13.3,.,5.9,5.5,-7.3,-37.5,-5.8
O=C(COc1ccc(Cl)cc1)Nc1nc(-c2ccc(S(=O)(=O)N3CCOCC3)cc2)cs1,1.9,9.7,-1.8,-3.6,-2.4,5.9,-6.0,3.4,18.9[fluorescence artefact?]
CC(=Nc1ccccc1)c1sc2ccccc2c1O,-9.8,-6.8,-13.3,2.5,2.4,5.6,-5.1,2.5,-19.2[fluorescence artefact?]
CS(=O)(=O)N1CCN(c2ccccc2NC(=O)c2cccs2)CC1,3.8,31.3,-0.3,17.2,3.1,-12.3,15.1,-11.9,-0.4
CCOC(=O)CSCc1cn2cc(Cl)ccc2n1,.,-6.9,-8.4,-8.6,.,12.3,-10.6,-5.0,.
O=[n+]1c2c(n([O-])c3cc(F)c(F)cc31)CCCC2,-0.2,-62.3,.,-44.5,4.3,7.2,-5.5,-8.5,-9.6[fluorescence artefact?]
CCN(CCCNC(=O)CC(C(=O)N1CCc2ccccc21)n1ccnc1)c1cccc(C)c1 (stereo unspecified),1.6,-9.8,-37.1,-32.1,0.1,-5.0,5.7,4.7,-14.0
O=C(NCC1(c2ccccc2)CCCC1)C1(c2ccccc2)CCCC1,-5.7,0.8,-25.1,22.8,0.6,0.0,3.6,7.4,9.0[fluorescence artefact?]
C=CCOc1nc(N2CCCC2)nc(N2CCCC2)n1,13.7[fluorescence artefact?],-4.0,-20.6,-17.1,4.7,3.3,-4.0,-15.9,-0.8
CC(C)(C)C(=O)N1CCC(O)(CS(=O)(=O)Cc2ccccc2Cl)CC1,.,-37.0,3.6,-6.9,.,-11.1,10.6,3.6,.
O=C(CCCSc1nc(-c2ccco2)cc(C(F)(F)F)n1)NCc1cccs1,7.9,-4.3,10.7,12.2,3.5,27.2,-30.3,2.3,-8.2
COc1ccc(NC(C)c2cc(Cl)ccc2O)cc1 (stereo unspecified),-0.6,-12.1,-2.4,21.3,6.2,-2.1,2.2,9.1,-1.1
CCN1CCN(C(c2cccnc2)c2cc(Cl)c3cccnc3c2O)CC1 (stereo unspecified),-0.9,.,-19.3,7.1,4.5,6.0,-4.8,-19.6,72.4*[fluorescence artefact?]
CCOC(=O)N1CCC(Nc2nc(OC)nc(OC)n2)CC1,-2.9,15.4,-22.4,4.6,1.2,-7.7,11.1,5.2,8.7[fluorescence artefact?]
CC(C)CN(CC(C)C)c1nc(N)c(C#N)c(CC#N)c1C#N,.,-10.8,-8.6,8.3,.,11.8,-9.9,-2.9,.
CCOC(=O)c1sc(NCC2CCCO2)nc1C (stereo unspecified),7.2,-5.7,-3.4,-12.9,7.1,10.6,-9.3,9.5,0.6
O=c1[nH]c(CCl)nc2cc(-c3ccc(Cl)cc3)sc12,.,-8.1,5.4,-6.9,.,-22.4,19.9,-12.9,.
O=C(OCC1COc2ccccc2O1)c1c(F)cccc1F (stereo unspecified),11.2,-1.9,-6.3,-22.1,-3.2,.,.,13.0,-5.4
CC(C)NC(=O)CN(C(=O)CCC(=O)Nc1ccccn1)c1ccc(F)c(Cl)c1,3.5,4.0,-16.0,-4.0,6.3,4.1,-2.7,9.3,-3.4
CC1(C)C(=O)Nc2ccccc2N1C(=O)COc1ccc(S(=O)(=O)N2CCOCC2)cc1Cl,-0.2,-12.5,-4.8,-25.0,-6.5,2.2,-2.7,8.6,87.9*[fluorescence artefact?]
CC(=O)c1ccc(OCCCC(=O)NCC(c2ccco2)N(C)C)cc1 (stereo unspecified),-27.7,-8.5,-2.4,-17.6,-0.1,.,.,7.8,-1.6[fluorescence artefact?]

# In the list so far, these contain a CF3 group:
SMILES,Smad3 inh,IL1B cytotox,F-actin modifier,TNFa cytotox,Calb biofilm kill,sEH inh,sEH activator,VCAM1 TNFa inh,ERb SRC1 inh
O=C(COc1ccc(S(=O)(=O)N2CCOCC2)cc1)Nc1ccc(Cl)c(C(F)(F)F)c1,-11.9,-25.0,-7.3,-14.0,-3.8,20.0,-17.1,15.9,-3.8
O=C(CCCSc1nc(-c2ccco2)cc(C(F)(F)F)n1)NCc1cccs1,7.9,-4.3,10.7,12.2,3.5,27.2,-30.3,2.3,-8.2

# (further entries)
SMILES,Smad3 inh,IL1B cytotox,F-actin modifier,TNFa cytotox,Calb biofilm kill,sEH inh,sEH activator,VCAM1 TNFa inh,ERb SRC1 inh
COc1cc(NC(=O)c2ccco2)c(C(=O)O)cc1OC,6.7,-23.7,6.9,-3.1,-1.1,0.1,-1.3,-1.4,-2.1
CCC(CC)C(=O)NCCc1ccc(OC)cc1,-1.4,-47.0,-18.2,-13.2,5.8,-1.3,0.3,14.3,1.7
O=C(CSc1nc2c(cnn2-c2ccccc2)c(=O)[nH]1)N1CCOCC1,-0.8,-16.3,0.3,-6.9,3.7,2.1,-4.4,5.5,-5.5
COC(=O)c1cc(OC)c(OC)cc1NC(=O)CN1C(=O)c2ccccc2C1=O,-2.6,26.0,-2.4,-1.7,-3.3,10.1,-12.4,-5.5,13.2
Cc1cc(N2CCN(c3ccccn3)CC2)n2nc(C)nc2n1,7.9,19.0,1.5,6.2,4.3,-9.7,8.9,11.5,-25.8[fluorescence artefact?]
CCc1ccc2[nH]c(=O)c(CN(Cc3ccccc3OC)C(=O)Nc3ccccc3OC)cc2c1,12.7,-0.5,-12.8,4.9,-4.3,6.2,-7.8,1.9,0.3
CCC(C)NC(=O)Nc1ccccc1C (stereo unspecified),0.6,0.8,-23.6,-24.4,0.8,8.9,-7.1,-8.5,3.2
CCSc1nnc(-c2ccc(S(=O)(=O)NCc3cccs3)cc2)o1,-4.3,0.8,-15.1,-17.1,4.6,-4.0,2.3,-5.3,5.1
COc1ccc(C(=O)NCC(=O)NC2=NCCS2)cc1,-7.4,-7.3,-23.8,14.8,1.9,-11.0,10.0,5.2,1.3
O=C1C2CCCN2C(c2ccc(Cl)cc2)N1c1nccs1 (stereo unspecified),-3.1,-9.8,3.8,-4.9,2.1,-9.7,8.0,-3.9,-6.6
Cc1ccc(S(=O)(=O)N(C)Cc2ccc(-c3nnco3)cc2)cc1,-9.5,-3.2,-50.9,-22.9,9.2,5.6,-6.7,-0.7,-2.1
COc1ccc(CC(NC(C)=O)C(=O)NC2CCN(C(=O)c3cnccn3)CC2)cc1 (stereo unspecified),1.1,5.5,-22.6,9.8,4.5,7.9,-9.3,18.6,-1.4
O=C(c1cnn2c1NC(c1ccco1)CC2C(F)(F)F)N1CCN(c2cccc(Cl)c2)CC1 (stereo unspecified),-4.2,0.9,-3.5,-15.3,.,8.1,-3.2,4.5,-0.9

# Not all compounds are listed. The share of hits here may be higher or lower than overall.
